# TEAD-YAP block = TEAD-YAP interaction inhibition, primary screen, TEAD-YAP interaction inhibitor project, luminescence, HEK-TIYL cells; TEAD-Gal4/YAP UAS-luciferase luminescence; inhibition, % at 9.12 µM; 1.4% of 640,000 active; in the data active means inhibition above about 32%;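 further: 0% = median of test compound wells and 100% = reference inhibitor wells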
# GPR151 ag = activators of human GPR151, primary screen, cell-based, PathHunter beta-arrestin, luminescence | activation, % at 11.2 µM | PathHunter beta-arrestin GPR151 cells | G-protein coupled receptor 151 (Homo sapiens), Q8TDV0 | AID 1508602, 2020 | 1% of 650,000 active; in the data active means activation above about 4.9%;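 further: 0% = median of compound wells and 100% = cells with positive control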
# Target sequence (Q8TDV0 whole entry, looked up): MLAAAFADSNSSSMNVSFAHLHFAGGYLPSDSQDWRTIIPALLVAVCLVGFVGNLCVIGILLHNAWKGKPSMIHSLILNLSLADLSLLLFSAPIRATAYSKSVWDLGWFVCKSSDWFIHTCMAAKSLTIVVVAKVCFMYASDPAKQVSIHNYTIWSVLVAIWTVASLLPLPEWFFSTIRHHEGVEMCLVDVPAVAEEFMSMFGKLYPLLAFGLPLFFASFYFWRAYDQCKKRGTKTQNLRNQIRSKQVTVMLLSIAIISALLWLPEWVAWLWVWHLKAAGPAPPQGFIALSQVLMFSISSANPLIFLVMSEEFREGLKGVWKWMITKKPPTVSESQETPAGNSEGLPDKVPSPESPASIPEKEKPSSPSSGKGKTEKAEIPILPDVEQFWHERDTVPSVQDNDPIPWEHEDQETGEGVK
# FBW7 activator = FBW7 E3 ligase activators, primary screen, biochemical, AlphaScreen, human; normalized activity (activation), % at 26.1 µM; AlphaScreen FBW7–phospho-cyclin E peptide binding, activator screen; AID 1259310, 2017; 0.13% of 650,000 active; in the data active means normalized activity above about 1.9%;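 further: purified mutant Fbw7 with reduced substrate affinity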
# MITF primary = MITF inhibitors, primary screen, biochemical, AlphaScreen, human. 0.91% of 650,000 active. inhibition, % at 2.6 µM. Microphthalmia-associated transcription factor (Homo sapiens), O75030. AlphaScreen MITF homodimerization, bead proximity signal; in the data active means inhibition above about 50%;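 further: 0% = vehicle wells with protein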
# Target sequence (O75030 whole entry, looked up): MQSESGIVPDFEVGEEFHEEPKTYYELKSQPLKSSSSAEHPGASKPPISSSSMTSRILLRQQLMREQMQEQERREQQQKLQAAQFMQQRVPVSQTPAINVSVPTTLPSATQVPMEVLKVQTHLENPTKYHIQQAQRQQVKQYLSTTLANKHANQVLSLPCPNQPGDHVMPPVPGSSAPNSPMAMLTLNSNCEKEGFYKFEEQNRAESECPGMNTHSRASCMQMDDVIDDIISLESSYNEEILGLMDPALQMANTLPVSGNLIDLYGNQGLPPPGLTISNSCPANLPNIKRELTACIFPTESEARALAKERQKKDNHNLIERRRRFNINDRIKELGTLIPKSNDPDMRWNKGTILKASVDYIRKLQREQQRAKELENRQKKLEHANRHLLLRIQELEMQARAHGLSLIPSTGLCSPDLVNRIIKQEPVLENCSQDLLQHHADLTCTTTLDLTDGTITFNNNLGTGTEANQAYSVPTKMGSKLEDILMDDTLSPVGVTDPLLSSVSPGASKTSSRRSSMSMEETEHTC
# Numbers without * were called inactive; / = not tested or not shown.
SMILES,TEAD-YAP block,GPR151 ag,FBW7 activator,MITF primary
CCOC(=O)c1c(C)oc2ccc(NS(=O)(=O)c3ccc(OCC)cc3)cc12,54*,0.8,0.1,13
O=C(O)c1ccc(-c2nc(-c3cccs3)c(-c3cccs3)[nH]2)cc1,3,1.4,0.2,2
O=C(CC1NC(=O)NC1=O)Nc1ccccc1 (centres undefined),0,0.3,0.2,11
Cc1ccccc1-n1nc2c(c1NC(=O)c1cc(Cl)ccc1Cl)CSC2,14,-0.2,0.2,9
COc1ccccc1CN(Cc1nc2ccccc2c(=O)[nH]1)C(=O)C(C)C,6,1.4,-0.2,8
Nc1nc(N2CCCC2CO)nc2c1ncn2CCN1CCCC1=O (centres undefined),8,1.2,-0.1,5
Cc1nc(NCCCO)cc(-c2cncc(-c3ccccc3)c2)n1,-21,1.6,1.1,12
O=C(CNC(=O)c1ccccc1)Nc1ccccc1,-14,1.2,0.0,8
O=C1N[C@@H](CO)C(=O)N2CCN(Cc3cccs3)C[C@H]12,-2,1.5,-0.1,-5
Cc1nc(NCCNC(=O)COc2ccc(Cl)cc2Cl)cc(N2CCOCC2)n1,4,-1.3,0.4,26
COC(=O)c1c(C)n(-c2ccccc2)c2ccc(O)cc12,7,1.0,0.1,16
c1cncc(-c2nc(NC3CCCCC3)cc(-c3ccncc3)n2)c1,13,-0.8,0.1,17
CNS(=O)(=O)c1ccc2[nH]c(=O)c(=O)[nH]c2c1,-3,0.9,1.0,15
O=C(CN(Cc1ccco1)C(=S)NC1CC1)Nc1ccccc1Br,-4,-0.9,0.3,10
CCOC(=O)c1c(NC(=O)c2ccc(Cl)cc2)sc(C(=O)Nc2ccc(OC)cc2)c1C,-1,1.4,0.1,1
CCC(C)(C)n1nnnc1C(c1cc2cc(C)ccc2[nH]c1=O)N1CCSCC1 (centres undefined),-12,-1.5,-0.1,-9
Cc1cnc(N2CCN(Cc3ccc4c(c3)OCO4)CC2)nc1NC1CCN(Cc2ccccc2)CC1,-4,0.0,0.1,15
CCOC(=O)c1cc(C(=O)OCC)c(=O)[nH]c1C,10,-0.1,0.1,2
Cc1cccc(N2CCN(C(=O)CCC(=O)N3CC(C)Oc4ccc(C)cc43)CC2C)c1 (centres undefined),5,-0.5,0.1,7
O=C(NCCc1ccsc1)c1ccccc1Cl,46*,-3.3,0.1,2
OCCNc1nc(-c2cccs2)nc2nc[nH]c12,-4,-1.8,0.2,43
COCCCNC(=O)/C=C/c1ccc(Br)cc1,-26,0.3,0.0,0
CC1CN(C(=O)c2ccc(OCc3ccccc3)cc2)CC(C)O1 (centres undefined),-9,-0.5,0.0,-5
NC(=O)C(c1ccccc1)c1ccccc1,-2,0.0,0.5,22
O=C1C(Cc2ccccc2)N=C2c3ccccc3N=C(SCc3ccc(Cl)cc3)N12 (centres undefined),-7,0.6,-0.4,2

# Single records, as listed above.
# Results for CNS(=O)(=O)c1ccc2[nH]c(=O)c(=O)[nH]c2c1 → TEAD-YAP block: -3; GPR151 ag: 0.9; FBW7 activator: 1.0; MITF primary: 15
# Results for CC1CN(C(=O)c2ccc(OCc3ccccc3)cc2)CC(C)O1 (centres undefined) → TEAD-YAP block: -9; GPR151 ag: -0.5; FBW7 activator: 0.0; MITF primary: -5
# Results for O=C(CN(Cc1ccco1)C(=S)NC1CC1)Nc1ccccc1Br → TEAD-YAP block: -4; GPR151 ag: -0.9; FBW7 activator: 0.3; MITF primary: 10

# The list goes on.
SMILES,TEAD-YAP block,GPR151 ag,FBW7 activator,MITF primary
Cc1ccc(C(C2=C(O)CCCC2=O)C2C(=O)CCCC2=O)o1 (centres undefined),-7,0.4,-0.3,9
CCOc1ccc(C2=CSC3=NCCN23)cc1[N+](=O)[O-],11,-0.7,-0.1,12
Cn1c2ccccc2c2nnc(SCC(=O)N3CCc4ccccc43)nc21,-1,-0.2,-0.2,-2
CC(C)OC(=O)c1cc(C(=O)c2cc(Cl)ccc2O)coc1=N,3,0.5,0.3,18
O=C(NC(Cn1cccn1)c1ccccc1)c1cc(COc2cccc3cnccc23)on1 (centres undefined),5,2.0,0.0,-1
CC(C)n1cc(/C=C\c2nc(O)c([N+](=O)[O-])c(=O)[nH]2)c2ccccc21,2,1.3,0.1,10
Cc1ccccc1-c1cn[nH]c1C1CCN(C(=O)c2ccc(-n3ccnc3)cc2)CC1,-9,2.9,0.1,1
COc1ccc(-n2c(=S)[nH]c3cc(C(=O)Nc4ccc(OC)c(Cl)c4)ccc3c2=O)cc1,-2,-0.8,-0.1,13
COc1cccc(C2(CC(=O)N(C)Cc3nccn3C)CC(=O)N(C3CCCC3)C2=O)c1 (centres undefined),-16,0.0,0.0,3
CC(=O)n1c(SCC(=O)Nc2ccc(OC(F)(F)F)cc2)nc2ccccc21,4,-0.7,0.0,-1
O=C(CNCCN1CCOCC1)Nc1ccc(C(=O)N2CCCCC2)cc1,-7,2.2,0.1,20
C=CCNCC(=O)Nc1ccc(S(N)(=O)=O)cc1,-14,1.8,-0.1,-9
COc1ccc(CC(=O)NCC2CCCN(Cc3cc(OC)cc(OC)c3)C2)cc1 (centres undefined),7,-0.6,0.0,7
COCCNC(=O)CN(c1cccc(Cl)c1Cl)S(=O)(=O)c1ccccc1,3,1.3,0.1,1
Nc1nnnn1/N=C/c1ccc(C(F)(F)F)cc1,2,-0.6,0.1,-2
Cc1cccc(NC(=O)c2cc(S(=O)(=O)NC3CCCC(C)C3C)ccc2F)c1C (centres undefined),-12,-1.1,-0.1,3
Cc1ccc(NC(=O)CN(C)C(=O)/C=C/c2cccs2)cc1,-5,-1.6,-0.2,-5
CCN(CC)S(=O)(=O)c1ccc2[nH]c3nc(SCc4cc(=O)n5c(C)cccc5n4)nnc3c2c1,2,-0.5,-0.1,16
O=C(NCCc1ccc(O)cc1)c1ccc2nc(Nc3cnccn3)sc2c1,-11,-2.2,0.3,17
CCc1cc2c(=O)c(-c3nc4ccccc4s3)coc2cc1OC(C)=O,-6,-0.6,-0.1,-5
O=C(CCCNC(=O)Cn1cnc2sc3c(c2c1=O)CCCC3)NCc1ccccn1,9,0.5,-0.2,-7
Cn1c(N)c(C(=O)CSC2=NCCN2)c(=O)n(C)c1=O,-1,-0.8,-0.2,-1
CN(C)c1cccc(Nc2nc(NCCCN3CCCC3=O)c3ncn(C4CCCCC4)c3n2)c1,6,0.3,0.2,18
COC1(C)CCC2OC2(C)CCC2C1CC2(C)C (centres undefined),10,-0.4,-0.1,-6
COc1ccc(C2/C(=C(/O)c3ccc(C)cc3)C(=O)C(=O)N2c2cccnc2)cc1OC (centres undefined),-8,2.2,-0.1,0

# Additional entries:
SMILES,TEAD-YAP block,GPR151 ag,FBW7 activator,MITF primary
Cc1ccc(N2C(=O)c3n[nH]c(C)c3C2c2cccc(F)c2)cc1 (centres undefined),-5,0.0,-0.2,7
Cc1sc(NC(=O)CN(C(=O)c2ccccc2)C2CCCCC2)c(C(N)=O)c1C,36*,-0.7,0.1,10
CC(C)(C)OC(=O)N/N=C\c1ccc(-c2ccccc2[N+](=O)[O-])o1,-57,0.8,-0.3,9
CCOC(=O)c1c(NC(=O)c2noc(C)c2[N+](=O)[O-])sc2c1CCCC2,9,-1.9,0.0,4
O=C(COc1ccc(Cl)cc1Cl)NCC12C=CC(O1)C1C(=O)N(c3ccc([N+](=O)[O-])cc3)C(=O)C12 (centres undefined),-24,0.1,0.0,13
COc1ccccc1-c1csc(NC(=O)c2ccc(S(=O)(=O)N3CCCCC3)cc2)n1,8,-0.1,0.2,5
Cc1cccc(NC(=O)CCS(=O)(=O)c2ccccc2)c1,-14,-1.1,0.1,14
CC1CC(C)CN(C(=O)Cn2nc(-c3ccoc3)oc2=O)C1 (centres undefined),5,0.1,1.3,-1
O=C(/C=C/c1ccccc1)N/C(=C/c1ccccc1)C(=O)Nc1ccccc1O,-13,-0.7,-0.2,-7
COc1ccc(NC(C)=O)cc1NC(=O)C1(c2cccs2)CCOCC1,-3,0.0,0.0,6
N#CC(C#N)=C(N)/C(C#N)=C/c1ccc(N2CCOCC2)cc1,-6,0.0,-0.3,-3
COc1ccc(C2NC(=S)NC(C)=C2C(=O)Nc2ccc(C)cc2C)c(OC)c1 (centres undefined),1,1.6,-0.1,-6
Cc1n[nH]c(C)c1NC(=O)CSc1nnc(COc2ccccc2Cl)n1C1CC1,-2,2.9,0.1,-6
COc1ccc(C2/C(=C(/O)c3ccc(F)cc3)C(=O)C(=O)N2CCN(C)C)cc1OC (centres undefined),-17,0.3,-0.3,4
COc1cc(/C=C2\NC(=O)N(Cc3ccc(Cl)cc3)C2=O)cc(I)c1OC,11,0.8,-0.4,-13
COc1cccc(/C(O)=C/C(=O)C(=O)Nc2ccc([N+](=O)[O-])cc2OC)c1,0,1.1,0.2,-5
CCc1nnc(NC(=O)C(C)N2C(=O)C3C4C=CC(C4)C3C2=O)s1 (centres undefined),-4,0.2,0.1,-11
CCCCC[C@H](O)/C=C/[C@H]1C=CC(=O)[C@H]1C/C=C\CCCC(=O)O,/,5.8*,/,2
Cc1ccc(S(N)(=O)=O)cc1NC(=O)c1cccnc1,-4,-1.7,0.1,5
O=C(NCCCO)/C(=C\C=C\c1ccccc1)NC(=O)c1ccccc1Cl,3,1.0,-0.1,0
C=C(C)CSc1nnc(C)n1-c1ccccc1,3,0.9,-0.1,-1
O=C(O)CN1CC(=O)N(C2CCCCC2)C(c2cccc(F)c2)C1=O (centres undefined),-3,-0.7,0.3,-1
Cc1cc(C)cc(NC(=S)NCc2ccco2)c1,2,-0.5,-0.1,12
Brc1ccc2noc(-c3ccccc3)c2c1,-14,-0.7,0.1,2
OC(CNCCc1ccc(Cl)cc1)c1ccccc1 (centres undefined),8,-2.4,0.2,41

# An excerpt from above in order of molecular weight, smallest number first.
SMILES,TEAD-YAP block,GPR151 ag,FBW7 activator,MITF primary
Cc1cc(C)cc(NC(=S)NCc2ccco2)c1,2,-0.5,-0.1,12
Cc1ccc(S(N)(=O)=O)cc1NC(=O)c1cccnc1,-4,-1.7,0.1,5
CCc1nnc(NC(=O)C(C)N2C(=O)C3C4C=CC(C4)C3C2=O)s1 (centres undefined),-4,0.2,0.1,-11
COc1cccc(/C(O)=C/C(=O)C(=O)Nc2ccc([N+](=O)[O-])cc2OC)c1,0,1.1,0.2,-5
CCOC(=O)c1c(NC(=O)c2noc(C)c2[N+](=O)[O-])sc2c1CCCC2,9,-1.9,0.0,4

# Copied from the list.
# C=CCNCC(=O)Nc1ccc(S(N)(=O)=O)cc1 in TEAD-YAP block → -14
# c1cncc(-c2nc(NC3CCCCC3)cc(-c3ccncc3)n2)c1 in TEAD-YAP block → 13

# The list goes on.
SMILES,TEAD-YAP block,GPR151 ag,FBW7 activator,MITF primary
Cc1c(Cl)cccc1-n1c(/C=C/c2ccc(C(C)(C)C)cc2)nc2cc(Cl)ccc2c1=O,0,-1.3,0.2,10
CCc1c(C)sc(NC(=O)C2CCCC2)c1C(N)=O,4,-0.5,0.1,9
CN(C)CCN(C)C(=O)c1cccc(OC2CCN(CC3CC=CCC3)CC2)c1 (centres undefined),-1,0.1,0.1,-3
CCC(OC(=O)CNC(=O)c1ccco1)C(=O)c1ccccc1 (centres undefined),-14,0.5,0.0,-4
CCC(N)C12CC3CC(CC(C3)C1)C2 (centres undefined),3,-1.2,0.0,15
COc1ccccc1NP1(=O)C=C(c2ccccc2)SC(c2ccccc2)=C1,0,-0.9,0.5,2
C=CCOc1ccccc1CN1CCC(n2nccc2NC(=O)C2CCCC2)CC1,-10,-0.6,0.0,-4
CCOC(=O)c1c(NC(=O)CSc2nnc(CNC(=O)c3ccccc3F)n2CCc2ccccc2)sc2c1CCC2,-2,-1.1,0.1,-10
CN1/C(=C2\C=NN(C)P2(=O)Nc2ccccc2)C(C)(C)c2ccccc21 (centres undefined),9,-0.6,0.1,-3
Cc1ccc(-n2nc3c(c2NC(=O)c2ccccc2F)CS(=O)C3)cc1 (centres undefined),-4,1.5,-0.1,5
O=C(NC1CC(=O)N(c2ccc3c(c2)OCCO3)C1)N1CCC(O)CC1 (centres undefined),3,-1.7,0.0,3
CC(CC(=O)N1CCN(c2ccc([N+](=O)[O-])cc2)CC1)c1ccccc1 (centres undefined),-6,-1.9,0.0,4
CCCCCn1c(CN2CCN(CCO)CC2)nc2c1c(=O)n(C)c(=O)n2C,-3,0.2,-0.1,17
CCCc1[nH][nH]c(=O)c1C(c1ccccc1)C(C#N)C#N (centres undefined),-1,0.5,0.1,9
CC(C)Sc1nnc(NC(=O)c2ccccc2[N+](=O)[O-])s1,-7,-0.2,0.0,-6
CCOC(=O)CSc1n[nH]c(NC(=O)CC)n1,-2,0.5,-0.2,-14
COc1ccc(CNC(=O)C2CCCN2c2nnc(N3CCCC3=O)s2)cc1 (centres undefined),3,1.2,-0.1,0
Cc1ccc(S(=O)(=O)Nc2cccc(Cl)c2)cc1,10,-1.8,0.1,1
CC(=O)Nc1cccc(-c2nc3cc(C)ccc3o2)c1C,-40,-0.3,-0.2,-3
O=C(N/N=C/c1ccccc1F)c1cccnc1,-3,7.1*,0.4,13
CCC(=O)N1CCc2cc(Br)cc(S(=O)(=O)NCCN(C)C)c21,-5,-0.6,0.0,-1
CCn1c(-c2nn(-c3ccccc3)ccc2=O)n[nH]c1=S,5,-0.8,-0.1,-6
C/C(=N\O)c1ccc(C2CCCCC2)cc1,-13,-0.4,-0.1,-2

# Compound activity deposited in PubChem BioAssay by The Scripps Research Institute Molecular Screening Center.
